# H1N1 NS1A inhibition = NS1A inhibition, H1N1 influenza, cell based functional assay (AID 504329); NS1A functional cell-based assay, percent inhibition; higher % means a stronger effect; inhibition, % at 12.5 µM; hits with a dose series show IC50 in µM; actives 0.3% (n = 340,000); in the data active = a potency from the dose series; inconclusive = inhibition above about 27% without an active follow-up result; note: strong numbers were not always called active
# H37Rv inhibition = M. tuberculosis growth inhibition, HTS (AID 449762); inhibition, % at 25 µM, or IC50 in µM where a hit was titrated; M. tuberculosis H37Rv growth inhibition, 7H9 media; higher % means a stronger effect; actives 0.59% (n = 330,000); in the data active = a potency from the dose series; inconclusive = inhibition above about 70% without an active follow-up result;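 note: bacterial growth assessed after seven days of incubation; strong numbers were not always called active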
# M. tuberculosis = growth inhibition of non-replicating M. tuberculosis (AID 488890); one-dose inhibition, % at 25 µM; IC50 in µM for titrated hits; actives 0.39% (n = 320,000); Mycobacterium tuberculosis non-replicating, growth inhibition; higher % means a stronger effect; in the data active = a potency from the dose series; inconclusive = inhibition mostly from about 82% at the one dose, without a potency; inactive = the rest, 99 in 100 with inhibition below about 76%;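 note: plate controls were DMSO cells for no effect and high antibiotic wells for full effect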
# VEEV TC-83 Vero = inhibitors of VEEV TC-83 cytopathic effect, confirmation, Vero cells (AID 588727); Vero cells, VEEV TC-83 cytopathic effect inhibition; higher % means a stronger effect; inhibition, % at 20 µM, or IC50 in µM where a hit was titrated; actives 0.13% (n = 350,000); in the data active = a potency from the dose series; inconclusive = inhibition mostly from about 14% at the one dose, without a potency; inactive = the rest, 99 in 100 with inhibition below about 12%; note: strong numbers were not always called active
# Salmonella PhoP GFP = PhoP regulon inhibitors, Salmonella typhi PhoP promoter GFP reporter, confirmatory (AID 1850); Salmonella Typhi PhoP-promoter GFP reporter, fluorescence, 4 h; higher % means a stronger effect; inhibition, % at 50 µM; hits with a dose series show IC50 in µM; actives 0.33% (n = 310,000); in the data active = a potency from the dose series; inconclusive = inhibition mostly from about 25% at the one dose, without a potency; inactive = the rest, 99 in 100 with inhibition below about 19%;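 note: 0% = induced wells with vehicle and 100% = uninduced wells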
# VEEV TC-83 Vero 10K pilot screen = also measured in VEEV TC-83 Vero; calls as there; inhibition, %; measured here: 10K pilot screen inhibition
# Starred values were filed as active, the others as inactive; i = inactive; u = inconclusive; x = not tested or not shown.
SMILES,H1N1 NS1A inhibition,H37Rv inhibition,M. tuberculosis,VEEV TC-83 Vero,Salmonella PhoP GFP,others
Cc1c(S(=O)(=O)NC(C)c2ccccc2)c(=O)n(C)c(=O)n1C (centres undefined),0%,-9%,-8%,0.3%,-3%,
COCCOC(=O)C1=C(C)NC(C)=C(C(=O)OCCOC)C1/C=C/c1ccccc1OC,-17%,-4%,1%,0.4%,-2%,
O=C(NCc1cccnc1)Nc1ccc(Br)cc1Cl,-11%,0%,10%,3.1%,2%,
O=C(NC(=S)NN1CCOCC1)c1cc(Br)ccc1Cl,-20%,3%,11%,6.0%,x,
Cc1cccc(-c2noc(-c3ccc(Cl)cc3[N+](=O)[O-])n2)c1,2%,-2%,-9%,5.5%,-3%,
CC(NC(=O)Nc1ccc(Cl)cc1)c1ccc2c(c1)OCO2 (centres undefined),-7%,-14%,0%,u,-11%,
CCCCCN(C(=O)NC(=O)Nc1nncs1)S(C)(=O)=O,5%,5%,8%,i,-3%,
COc1ccc(NS(=O)(=O)c2cccc(C(=O)NN=Cc3ccc(OC)cc3OC)c2)cc1,-16%,6%,4%,0.3%,x,
CCN(CC)CCNC(=O)c1ccc2c(=O)n(C3CCCC3)c(=S)[nH]c2c1,-11%,-33%,50%,i,12%,
CC(=O)c1ccc(-c2ccc(C(=O)Nc3nc(C)c(C(C)=O)s3)o2)cc1,-11%,-5%,18%,9.8%,x,
O=C(NCc1ccc(F)cc1)c1cccc2c1C(=O)N(Cc1cccnc1)C2,9%,13%,0%,i,-4%,
Cc1c(NC(=S)N/N=C/C=C/c2ccc([N+](=O)[O-])cc2)c(=O)n(-c2ccccc2)n1C,1%,-6%,-15%,1.3%,-4%,

# Four successive entries already listed:
SMILES,H1N1 NS1A inhibition,H37Rv inhibition,M. tuberculosis,VEEV TC-83 Vero,Salmonella PhoP GFP,others
CCN(CC)CCNC(=O)c1ccc2c(=O)n(C3CCCC3)c(=S)[nH]c2c1,-11%,-33%,50%,i,12%,
CC(=O)c1ccc(-c2ccc(C(=O)Nc3nc(C)c(C(C)=O)s3)o2)cc1,-11%,-5%,18%,9.8%,x,
O=C(NCc1ccc(F)cc1)c1cccc2c1C(=O)N(Cc1cccnc1)C2,9%,13%,0%,i,-4%,
Cc1c(NC(=S)N/N=C/C=C/c2ccc([N+](=O)[O-])cc2)c(=O)n(-c2ccccc2)n1C,1%,-6%,-15%,1.3%,-4%,

# Grouped by structure, those above with nitrogen in an aromatic ring.
SMILES,H1N1 NS1A inhibition,H37Rv inhibition,M. tuberculosis,VEEV TC-83 Vero,Salmonella PhoP GFP,others
Cc1c(S(=O)(=O)NC(C)c2ccccc2)c(=O)n(C)c(=O)n1C (centres undefined),0%,-9%,-8%,0.3%,-3%,
O=C(NCc1cccnc1)Nc1ccc(Br)cc1Cl,-11%,0%,10%,3.1%,2%,
Cc1cccc(-c2noc(-c3ccc(Cl)cc3[N+](=O)[O-])n2)c1,2%,-2%,-9%,5.5%,-3%,
CCCCCN(C(=O)NC(=O)Nc1nncs1)S(C)(=O)=O,5%,5%,8%,i,-3%,
CCN(CC)CCNC(=O)c1ccc2c(=O)n(C3CCCC3)c(=S)[nH]c2c1,-11%,-33%,50%,i,12%,
CC(=O)c1ccc(-c2ccc(C(=O)Nc3nc(C)c(C(C)=O)s3)o2)cc1,-11%,-5%,18%,9.8%,x,
O=C(NCc1ccc(F)cc1)c1cccc2c1C(=O)N(Cc1cccnc1)C2,9%,13%,0%,i,-4%,
Cc1c(NC(=S)N/N=C/C=C/c2ccc([N+](=O)[O-])cc2)c(=O)n(-c2ccccc2)n1C,1%,-6%,-15%,1.3%,-4%,

# Next section:
SMILES,H1N1 NS1A inhibition,H37Rv inhibition,M. tuberculosis,VEEV TC-83 Vero,Salmonella PhoP GFP,others
CC(=O)c1c(C)[nH]c(C(=O)Nc2ccc(Cl)cc2F)c1C,6%,6%,-3%,0.5%,0%,
COc1ccccc1OCCC(=O)OCC(=O)NC(=O)NC(C)(C)C,-3%,-15%,33%,2.2%,-1%,
Cc1cc(-c2ccccc2)nc2c(Br)c(=O)[nH]n12,9%,-5%,27%,11%,11%,
Cn1nc(C(=O)OCC(=O)c2ccc(Br)cc2)c2ccccc2c1=O,-4%,1%,32%,1.4%,x,
CN(C)C(=S)N=c1ssc(=S)n1Cc1ccco1,8%,x,x,0.1%,x,
CS(=O)(=O)N1CCC(C(=O)N2CCN(c3cccc(Cl)c3)CC2)CC1,6%,-9%,-15%,0.1%,1%,VEEV TC-83 Vero 10K pilot screen=0.1
Cc1ccc(S(=O)(=O)NCCc2cccs2)cc1,-22%,3%,7%,i,8%,
Cc1ccccc1-n1c(-c2ccc(Cl)cc2)cnc1SCC(=O)NC1CCS(=O)(=O)C1 (centres undefined),17%,-3%,23%,1.7%,0%,
Cc1nc(-c2ccncc2)nc(NCCNc2ccc(C(F)(F)F)cn2)c1Cl,0%,-1%,1%,0.4%,8%,
CCc1ccc(OCCNc2cc(N3CCNC(C)C3)ccc2[N+](=O)[O-])cc1 (centres undefined),37µM*,u,2.9µM*,i,x,
O=C1CCCN1CCCNC(=S)Nc1cccc2ccccc12,-15%,-1%,26%,i,4%,
CCCCCc1cc(O)c2c(C)cc(=O)oc2c1,1%,-11%,60%,0.1%,-3%,
Cc1csc(NC(=O)CSc2nnc(NC(=O)COc3ccccc3)s2)n1,-1%,-2%,-15%,1.1%,-2%,
CC(=O)Nc1cccc(N)c1,-3%,-9%,31%,0.2%,x,
O=C(N/N=C\c1ccccn1)c1ccccc1O,12%,u,u,8.9%,-8%,
C1CCc2c(nnc3c2-c2nonc2CC3)C1,0%,-1%,-10%,0.3%,-5%,
CCc1nc(NCC2CCCO2)c(C#N)c2c1COC(C)(C)C2 (centres undefined),-1%,-10%,-4%,0.2%,-8%,
COc1ccc(Br)cc1CN1CCN(S(=O)(=O)Cc2ccccc2)CC1,26%,0%,-2%,0.4%,-12%,
Cc1ccnc(NS(=O)(=O)c2ccc(NC(=O)C3CCCO3)cc2)n1 (centres undefined),-5%,7%,18%,0.8%,-5%,
N#Cc1cccc(S(=O)(=O)NCc2nnc3ccccn23)c1,-3%,-1%,18%,1.7%,x,
CCSc1ccccc1C(=O)NCCCn1ccnc1,11%,-7%,-1%,1.0%,1%,
CCCCCCC(CC(=O)NCc1cccnc1)CC(=O)NCc1cccnc1,-2%,-4%,0%,6.9%,-4%,
COc1ccc(/C=C2\CN(Cc3ccccc3)C/C(=C\c3ccc(OC)cc3)C2=O)cc1,5%,0%,15%,u,-4%,
Fc1ccc(C(OCCN2CCCC2)c2ccc(F)cc2)cc1,1%,2%,10%,i,1%,
Cn1c(=O)c2c(nc(Cl)n2Cc2ccncc2)n(C)c1=O,-2%,0%,-4%,0.5%,4%,
CCOc1ccc(CCNC(=O)COC(=O)COc2ccc(C(C)=O)cc2)cc1OCC,0%,2%,3%,i,-2%,
Cc1ccc(OCCNC(=O)c2cc(C(=O)NCCOc3ccc(C)cc3)cc([N+](=O)[O-])c2)cc1,-4%,1%,-5%,0.7%,-6%,
CCO[C@H]1OC(C(=O)N2CCN(C)CC2)=C[C@@H](C(C)(C)C)[C@@H]1CCCO,-3%,-5%,-3%,0.2%,3%,
CCCN(CC(=O)Nc1ccccc1OC)C(=O)c1ccccn1,4%,0%,-1%,1.0%,x,
Cc1ccc(C2=N/C(=C\c3c(C)nn(-c4ccccc4)c3N3CCCC3)C(=O)O2)cc1,8%,u,u,0.4%,-14%,
CCOc1ccc(CCNC(=O)CSc2nc3ncc(Cl)cc3[nH]2)cc1OCC,-9%,4%,17%,0.6%,-2%,
O=C(NCCNC(=O)C(c1ccccc1)c1ccccc1)c1ccco1,3%,-3%,0%,0.5%,4%,VEEV TC-83 Vero 10K pilot screen=0.4
CC(=O)c1cccc(Nc2cc(C)nc3c(C)cccc23)c1,-18%,-2%,-2%,0.0%,2%,
CC12CCC(C(=O)N/N=C/c3ccc(O)cc3)(OC1=O)C2(C)C (centres undefined),16%,12%,-2%,0.3%,3%,
O=C(NCc1ccc2c(c1)OCO2)c1cnc2ccccn2c1=O,-11%,-4%,2%,4.4%,-7%,
Cc1ccc(NC2c3ccccc3C(=O)N2c2cccnc2)cc1 (centres undefined),2%,11%,19%,0.3%,-4%,
Cc1ccn2c(NC(=O)c3ccccc3)c(-c3ccccc3)nc2c1,-12%,1%,5%,0.5%,0%,
COc1ccc(C(=O)Nc2cc(C)on2)cc1[N+](=O)[O-],-4%,-4%,-20%,0.4%,5%,
O=C(CCn1c(=O)oc2ccc(Cl)cc21)N1CCN(c2ccccc2)CC1,-13%,-4%,-2%,0.4%,10%,
COc1ccc(CNC(=O)c2cnc(C)cn2)c(OC)c1,-2%,-2%,72%,i,10%,
COc1ccc(-c2cc3ccccc3oc2=O)cc1,-11%,-3%,x,i,2%,
O=C(c1ccc2c(c1)OCO2)N1CCN=C1SCc1ccccc1,-6%,-9%,x,2.9%,12%,
CCOC(=O)CSC1=C(C#N)C(c2ccccc2OCC)C(C(=O)OCC)C(=O)N1 (centres undefined),1%,-6%,4%,i,4%,
O=C(CCN1C(=O)c2ccccc2C1=O)Nc1cccc(F)c1,-6%,8%,-14%,0.8%,-5%,
CCOC(=O)C(C(=O)OCC)c1c([N+](=O)[O-])c(=O)n2c3c(cccc13)CCC2,1%,6%,10%,i,-7%,
O=C(Cc1ccccc1)N1CCC2(CC1)NCCc1[nH]cnc12,-4%,0%,6%,1.1%,9%,
O=C(c1nc2ccc(Cl)cn2c1CNCC[C@@H]1C[C@@H]2C=C[C@H]1C2)N1CCCCCCC1,7%,66%,79%,1.4%,-12%,
CCNC(=O)COC(=O)c1cc(=O)[nH]c2ccccc12,-13%,-10%,4%,i,2%,
CCOC(=O)N1CCC(Nc2cc(C)nc3c(-c4ccccc4OC)c(C)nn23)CC1,6%,53%,x,8.0%,-12%,
O=S(=O)(NC1c2cccc3cccc(c23)C1N1CCN(CCO)CC1)c1ccccc1 (centres undefined),5%,x,x,9.8%,x,
COc1ccc(C(CC(=O)Nc2ccccn2)N2Cc3ccccc3C2=O)cc1 (centres undefined),-3%,-2%,-11%,1.0%,2%,
CCOC(=O)C(C)Sc1nc(-c2cccs2)ccc1C#N (centres undefined),-2%,38µM*,u,3.6%,5%,
CCCN(C(=O)c1cc(Cl)nc2ccccc12)c1c(N)n(Cc2ccccc2)c(=O)[nH]c1=O,-5%,-2%,22%,1.6%,x,
Cc1cnc(C(=O)OCC(=O)NCc2ccccc2)cn1,2%,-8%,-8%,2.3%,-4%,
Cc1ccccc1Cn1c(-c2ccc(=O)[nH]c2)nc2ccccc21,-18%,3%,2%,i,-8%,
CCN(c1ccccc1)S(=O)(=O)c1ccc(N)cc1,-3%,-5%,2%,i,-11%,
COc1ccc(NC(=O)c2ccc(-n3nc(C)cc3C)cc2)cc1OC,3%,-12%,12%,4.8%,3%,
CN/N=C/c1ccc(C#N)cc1,-9%,-12%,3%,i,-8%,
COc1ccc(-c2cc(C(F)F)n3ncc(C(=O)NCCCN4CCCC4=O)c3n2)cc1,25%,-6%,x,0.7%,x,
CCOc1ccc2sc(NS(=O)(=O)c3ccc(OC)c(OC)c3)nc2c1,27%,-4%,3%,2.8%,-3%,

# (more compounds)
SMILES,H1N1 NS1A inhibition,H37Rv inhibition,M. tuberculosis,VEEV TC-83 Vero,Salmonella PhoP GFP,others
CCN(CC)C(=O)C(Oc1ccc(C)nc1[N+](=O)[O-])c1ccccc1 (centres undefined),7%,3%,-3%,i,10%,
O=c1cc(Cl)[nH]n(-c2ccccc2)c1=O,-1%,4%,9%,0.0%,-9%,
O=C(COC(=O)c1cncc(Br)c1)NCc1ccc(F)cc1,0%,0%,59%,0.7%,10%,
O=c1[nH]c(CSc2cccc[n+]2[O-])nc2ccccc12,20%,96µM*,23%,i,13%,
CC(C)CNC(=O)CN1c2cccc3cccc(c23)S1(=O)=O,7%,0%,12%,2.0%,12%,
O=c1c(-c2ccc3c(c2)OCCO3)coc2cc(OC3OC(CO)C(O)C(O)C3O)ccc12 (centres undefined),-12%,-1%,-11%,0.0%,11%,
COC(=O)C1=C(C(=O)OC)[C@]2([C@H]3CCCCN[C@@H](Cc4ccccc4)C(=O)N3Cc3ccccc3)C=C[C@H]1O2,-5%,8%,76%,i,x,
O=C(Nc1cccn(Cc2ccccc2Cl)c1=O)NC1CCCCC1,0%,4%,28%,i,12%,
COc1cccc(/C=N\NC(=O)c2ccc(C)nc2)c1,0%,7%,28%,i,12%,
